High-throughput results as filed in PubChem BioAssay.
HSP90 inh = HSP90 refolding inhibition in rabbit reticulocyte lysate; AID 1789; inhibition, % at 5.6 µM; 290,000 tested, 0.91% active; luciferase refolding luminescence, 3 h;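 active = inhibition above the screen-wide mean plus 3 SD, computed separately per campaign, cut at about 16% in these data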;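 also: 0% = DMSO wells and 100% = 60 µM geldanamycin wells; inhibitors lower the luminescence because luciferase stays unfolded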
aSyn 5UTR inh = 5' untranslated region of α-synuclein, MLPCN primary screen | AID 1813 | alpha-synuclein 5'UTR reporter, inhibitor activity | inhibition, % (tested at 7.5 µM) | 300,000 tested, 0.82% active; in the data active = inhibition above about 60%; inconclusive = no clear call, values can overlap the other calls;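 also: H4 neuroglioblastoma cells stably carrying SNCA 5'UTR luciferase fusion; 0% = DMSO wells and 100% = positive control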
HSF1 inhib = HSF1 inhibition; NIH3T3-HGL HSE-luciferase, MG132-induced, luminescence 8 h; hits give low values; activity change, negative = inhibition, % at 7.5 µM (by protocol); 300,000 tested, 0.77% active; AID 2098;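 active = more than half of replicate wells show activity change below -50%, luminescence cut by over half; inconclusive = some wells, but at most half, below -50%; inactive = no replicate well below -50%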;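 also: luciferase reports HSF-1 transcriptional activity via heat shock element; 0% = median of DMSO wells and -100% = zero luminescence signal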
SKKanGAS inh = inhibitors of SKKanGAS S. pyogenes growth in kanamycin (SK-promoter or general growth effect). inhibition, % at 7.5 µM. 300,000 tested, 1.3% active. BacTiter-Glo, 6 h;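 active = mean replicate score, as percent of positive control median, at least 50; inconclusive = mean below 50 but one replicate at or above 50; inactive = mean and every replicate below 50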;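 also: strain carries kanamycin resistance gene driven by streptokinase promoter and grows in 40 µg/ml kanamycin; loss of luminescence reflects streptokinase promoter inhibition or plain growth inhibition; 0% = median of DMSO wells and 100% = positive control at its reference dose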
IEC-6 tox = IEC-6 cytotoxicity, counter-screen for KLF5 inhibitors; inhibition, % at 5 µM; AID 1825; luminescence viability; 290,000 tested, 0.78% active; in the data active = inhibition above about 22%;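 also: 0% = plate median of test compound wells and 100% = cytotoxic reference compound wells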
HIF activator = HIF pathway transcriptional activation; U2OS HRE-luciferase reporter, luminescence; normalized: DMSO 0%, desferrioxamine 100%; activation, % at 7.5 µM (by protocol); 300,000 tested, 0.32% active;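 active = mean activation of at least 10% of the iron chelator positive control signal, with at least half of replicates also reaching 10%; inconclusive = mean and replicate majority disagree about reaching 10%; inactive = mean and most replicates under 10%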
Platelet DG rel = modulates dense granule release in human platelets; inhibition, %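 (compounds screened at 7.5 µM in platelet-rich plasma)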; 300,000 tested, 0.22% active; AID 1663; human platelet-rich plasma, SFLLRN dense granule ATP release, luminescence;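 active = mean replicate score, as percent of positive control, at or above 50; inconclusive = mean below 50 but at least one replicate at or above 50; inactive = mean and every replicate below 50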
KLF5 inh = kruppel-like factor 5 inhibition. DLD-1 KLF5 promoter-luciferase reporter, luminescence. 290,000 tested, 0.23% active. inhibition, % at 5 µM;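 active = inhibition above a per-plate limit of that plate's mean compound inhibition plus 3 SD, cut at about 60% in these data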;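 also: 0% = DMSO wells and 100% = LY294002 at 200 µM; higher means less KLF5 promoter-driven luciferase light; inactives centre near -14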
HSF-1 act = increases HSF-1 driven luciferase reporter signal | 300,000 tested, 1.7% active | NIH3T3-HGL HSF-1 luciferase reporter, MG132, 8 h; 100% = twice DMSO control signal | AID 504408 | activation, % at 9 µM;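 active = mean replicate activation of at least 50% with a set share of replicates each reaching 50%; inconclusive = only one of those two conditions met; inactive = mean below 50% and too few replicates reaching it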;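 also: 0% = median of the neutral control wells and 100% = twice that signal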
AI-2 QS modul = modulates the Vibrio harveyi AI-2 quorum sensing system; activity change, % at 7.5 µM; AID 2094; 300,000 tested, 0.4% active; Vibrio harveyi JMH597 AI-2 luminescence/OD600 ratio, 9 h; hits give low values; strain lacks LuxN and CqsS sensors; 0 = neutral-control median; in the data active = activity change below about -75%, passing the limit was not always enough; inconclusive = no clear call, values can overlap the other calls;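 also: luminescence divided by OD600 gain over 9 h not by final OD600 alone; inactives centre near 13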
An asterisk follows results filed as active; ? = inconclusive; nt = not tested or not shown.

SMILES | HSP90 inh | aSyn 5UTR inh | HSF1 inhib | SKKanGAS inh | IEC-6 tox | HIF activator | Platelet DG rel | KLF5 inh | HSF-1 act | AI-2 QS modul
CC(=O)N1CCc2cc(C(=O)CN3CCN(C(=O)c4ccco4)CC3)ccc21 | -2.6 | -15.6 | 4.6 | -3.6 | -1.9 | 0.0 | 0.5 | -30.6 | -8.1 | 8.9
Cc1ccc2nc(Cl)c(CN(C(=O)c3cnccn3)C3CCCCC3)cc2c1 | 5.3 | -0.5 | 12.9 | 0.4 | -5.1 | -0.1 | 13.6 | 17.4 | 10.8 | 11.4
COc1ccccc1CN1CCC(n2nccc2NC(=O)CCc2ccccc2)CC1 | -6.5 | -2.3 | -3.6 | -0.9 | -7.7 | -0.4 | 5.6 | -1.2 | -4.0 | 24.4
O=C(NCCc1ccc(Cl)cc1)C1CC(=O)N(CCc2ccccc2)C1 (stereo not given) | -3.8 | 1.5 | -0.9 | -5.0 | -1.1 | -0.1 | -7.0 | -20.5 | 6.6 | 11.8
Cc1ccc(S(=O)(=O)N(C)C)cc1NC(=S)NC12CC3CC(CC(C3)C1)C2 | 5.4 | 15.2 | -1.9 | -5.1 | 7.9 | -0.4 | -7.3 | -6.1 | 7.1 | 9.2
COC(=O)C(O)(CC(=O)Nc1ccc(Cl)cc1F)C(F)(F)F (stereo not given) | -4.8 | 17.1 | 1.0 | -2.7 | -1.4 | 0.8 | -6.5 | -1.8 | -8.0 | -7.1
COc1ccc(OCC(=O)OCC(=O)N2CC(=O)Nc3ccccc32)cc1 | -0.4 | 1.5 | 6.5 | -10.9 | -4.8 | -0.1 | 1.5 | -7.4 | -0.6 | ?
O=C(NNc1ccccc1)C(=O)NNS(=O)(=O)c1ccc([N+](=O)[O-])cc1 | 5.4 | 12.5 | -1.1 | 3.9 | 13.0 | -0.2 | -1.6 | -17.4 | 0.1 | 19.7
O=C1C2CC=CCC2C(=O)N1c1ccc(NCCc2cccc(F)c2)c([N+](=O)[O-])c1 (stereo not given) | 2.7 | -22.8 | 10.4 | 22.0 | 11.9 | -0.2 | 4.4 | 4.1 | 17.3 | 15.8
CC(/C=C/c1ccco1)=N\NC(=O)c1cc(Cl)ccc1O | 0.3 | -32.0 | -5.3 | 69.8* | -2.4 | -0.2 | -0.9 | 6.7 | 12.1 | 27.7
CC(C)Sc1cc(N2CCCC2)nc(-c2ccc(F)cc2)n1 | -1.4 | 9.3 | -10.0 | 76.0* | -10.8 | -0.4 | 13.5 | -6.6 | -8.3 | -2.8
CCOc1ccc(N2C(=O)CC(NC3CCN(C(=O)c4ccc(F)cc4)CC3)C2=O)cc1 (stereo not given) | 0.2 | -11.9 | 2.3 | 4.0 | 6.9 | -0.8 | -7.1 | -14.7 | 12.7 | -2.1
CC(C)C(NC(=O)c1ccco1)C(=O)NCC(c1ccco1)N(C)C (stereo not given) | 0.3 | 15.9 | 3.3 | -3.3 | 2.6 | -0.9 | 4.9 | 3.6 | 17.2 | 11.2
O=C(NCCCN1CCOCC1)c1ccc2c(c1)N(Cc1ccc(F)cc1)CCS2 | 5.4 | 13.9 | 5.4 | 1.5 | 1.2 | nt | -3.4 | -11.0 | 12.8 | -0.7
Cc1ccc(NC(=O)CSc2nc3ccccc3c(=O)n2CC2CCCO2)cc1 (stereo not given) | 2.2 | 20.3 | 0.8 | 10.8 | 2.5 | -0.4 | -8.8 | 5.4 | -14.5 | -7.2
CCc1ccc(C(=O)c2oc3nc(C)cc(C)c3c2N)cc1 | -0.1 | -59.1 | -3.2 | 2.4 | 2.2 | 0.1 | 10.9 | -23.9 | -3.8 | -3.6
CCn1c(-c2cc3c(C(F)(F)F)nn(C)c3s2)n[nH]c1=S | -1.1 | 17.5 | -4.0 | -3.2 | 2.6 | -1.1 | 1.6 | -61.1 | -1.7 | 16.9
O=S(=O)(c1ccccc1OC(F)(F)F)N1CCN(c2ccnc3cc(Cl)ccc23)CC1 | -1.8 | 4.9 | -5.3 | 8.8 | -3.5 | -1.0 | -19.4 | -17.7 | -13.8 | 19.8
CCN(C(=O)CN1CCN(c2ccc(O)cc2)CC1)c1c(N)n(Cc2ccccc2)c(=O)[nH]c1=O | 7.1 | -27.8 | 1.5 | 3.6 | -10.5 | -0.4 | -6.1 | -3.8 | 0.4 | 11.1
COCCN(Cc1cc2cc3c(cc2nc1Cl)OCO3)C(=O)c1ccc(C)cc1 | 0.9 | 10.6 | 0.6 | -3.3 | -1.4 | -0.2 | 4.1 | -20.6 | 24.6 | 19.3
CC(=O)Nc1c(-c2cc(=O)oc3cc(C)ccc23)oc2ccccc12 | 3.4 | 0.5 | 6.8 | -5.6 | -1.8 | -10.0 | 2.8 | -24.5 | 3.2 | 32.5
CN(CC(=O)Nc1ccc(Cl)cc1)S(=O)(=O)c1ccc2c(c1)n(C)c(=O)c(=O)n2C | -0.9 | 6.4 | -4.8 | 1.8 | 1.7 | -0.5 | 7.1 | 7.8 | -1.4 | 7.3
O=C(O)Cc1ccc(NC(=O)Nc2cccc(Cl)c2)cc1 | -4.8 | -3.5 | -4.3 | 0.6 | -5.4 | -0.1 | -4.2 | -38.8 | -17.8 | 14.1
Cc1ccc(C(=O)CCC(=O)N2CCN(C(=O)c3ccco3)CC2)cc1 | 0.2 | 15.4 | 8.0 | -20.7 | 1.6 | -0.1 | -1.4 | 2.9 | 18.6 | -3.3
C=CCN1C(=O)N(c2ccccc2)C(=O)C1CC(=O)Nc1ccc(OC)cc1 (stereo not given) | 1.6 | -2.2 | -7.7 | 4.6 | 7.4 | -4.5 | 9.2 | -1.9 | -5.4 | 16.7
SMILES | HSP90 inh | aSyn 5UTR inh | HSF1 inhib | SKKanGAS inh | IEC-6 tox | HIF activator | Platelet DG rel | KLF5 inh | HSF-1 act | AI-2 QS modul
O=C(O)CCCNC(=O)/C(=C\c1ccc(Cl)cc1)NC(=O)c1ccccc1Br | -0.4 | -7.6 | -6.7 | -9.1 | 1.8 | -0.3 | -9.8 | -31.6 | 9.8 | 29.8
COc1ccccc1NC(=S)NCCc1c[nH]c2ccccc12 | -2.1 | 24.6 | 4.4 | -1.9 | 6.4 | -0.3 | 8.7 | -34.2 | 8.7 | 5.9
COc1ccccc1NC(=O)CSc1nnc2ccc(-c3ccccn3)nn12 | nt | 10.7 | -1.8 | -8.8 | nt | -1.0 | -3.4 | nt | 6.6 | 2.1
COc1ccc(N2CCN(C(=O)CNC(=O)Cc3ccccc3)CC2)cc1 | -2.7 | -13.9 | -13.4 | -5.5 | 0.8 | 0.0 | 2.3 | -31.1 | -11.4 | 12.5
Cc1ccc(S(=O)(=O)Nc2ccc(O)c(Sc3ncn[nH]3)c2)cc1 | -2.7 | 6.8 | 4.3 | -6.4 | -0.1 | -0.3 | 9.5 | -24.8 | 13.9 | 19.5
CCn1nc(C)c(/C=N/NC(=O)c2nc3nc(C)cc(C)n3n2)c1C | 1.7 | 8.5 | -4.2 | -0.3 | 5.9 | -0.1 | 18.3 | -5.3 | 15.0 | 32.7
CC(=O)Nc1ccc2oc(-c3ccccc3)nc2c1 | 0.8 | -47.6 | 10.2 | 7.0 | -1.4 | 1.0 | 13.0 | -85.5 | 44.8 | 7.6
Cc1cc([N+](=O)[O-])ccc1NC(=O)CSc1nnc(C)n1C | -3.3 | -1.6 | 8.1 | 0.4 | -1.4 | -9.3 | -2.5 | -30.2 | 41.1 | 23.3
O=C(NNC(=S)Nc1ccc(Cl)cc1)c1ccccc1OC(F)F | -2.3 | -38.0 | 19.3 | -11.4 | 2.4 | 0.5 | -2.1 | -10.2 | 59.3* | 32.8
Cc1ccc2cc(CN(CCCO)S(=O)(=O)c3cccc4nsnc34)c(=O)[nH]c2c1C | 3.2 | 11.7 | -7.5 | 0.2 | 1.6 | 0.2 | 2.0 | -33.4 | -1.2 | 29.2
CC1=C(C(=O)N2CCCC(CCC(=O)NCc3ccc(F)c(F)c3)C2)OCCO1 (stereo not given) | -0.5 | -6.8 | 5.3 | -21.2 | 3.6 | 0.5 | -28.1 | -15.6 | 11.4 | 8.4
S=C(NCc1cccs1)Nc1cccc(Cl)c1 | -0.4 | -9.0 | 1.3 | 4.6 | 8.1 | 0.5 | -7.5 | -17.4 | 26.4 | -61.3
O=C(NNC(=O)c1ccccc1)C(=O)N1CCCCC1 | 0.2 | -6.4 | -9.4 | -11.6 | -0.6 | -0.1 | 3.1 | -8.0 | -18.0 | 18.7
CC(C)C[C@@H](CO)N1CCN(CCc2ccccc2)CCC1=O | -4.0 | -17.7 | -6.8 | 10.4 | -1.4 | -0.9 | 9.5 | -19.6 | -7.8 | 31.3
CCN(CC)C(=O)C1CCN(S(=O)(=O)c2ccc(-n3cnnn3)cc2)CC1 | 1.0 | -5.8 | -1.9 | 3.2 | 8.2 | -0.3 | 1.0 | -24.1 | -10.1 | 3.3
CCN(CC)C(=O)COc1cc(C)c(Cl)c(C)c1 | 4.7 | 22.9 | 9.4 | -0.8 | 5.4 | -0.3 | 5.0 | -13.7 | -5.4 | 1.0
CCOC(=O)Cn1c(=O)oc2cc(S(=O)(=O)N3CCn4c3nc3ccccc34)ccc21 | 0.7 | 12.4 | -1.2 | -6.1 | 5.1 | -0.2 | -15.4 | -8.1 | -8.5 | 28.3
CC(=O)c1ccc(OCC(O)Cn2nnc3ccccc32)cc1 (stereo not given) | -2.1 | -31.1 | 8.6 | 7.0 | -2.5 | 0.9 | 5.9 | -27.6 | 3.9 | 7.5
COCCCNC(=O)CSc1nc2cc(C(=O)NCCOC)ccc2c(=O)n1Cc1ccc2c(c1)OCO2 | 3.8 | 17.6 | -3.6 | 1.7 | -8.7 | 0.8 | -4.9 | -15.3 | 6.3 | 8.2
Cc1ccc(C(=O)NCC(=O)OCc2cccc(Br)c2)cc1 | nt | 4.9 | -1.3 | 9.1 | nt | -0.2 | -6.9 | nt | -6.5 | 7.1
CCN(CC)c1nc(C)c(C(=S)Nc2cc([N+](=O)[O-])ccc2Cl)s1 | 1.4 | -7.5 | 9.6 | -4.3 | -1.5 | 0.5 | 1.3 | -4.2 | 11.8 | 29.2
CCC1CCCCN1C(=O)CNCC1CCCO1 (stereo not given) | -1.5 | 0.3 | -3.6 | -0.9 | -4.6 | -0.1 | 9.4 | -10.2 | -16.4 | 15.5
O=C(NC1CCCCC1)c1c2c(nc3ccccc13)CCC2 | 0.6 | 6.8 | -10.0 | -0.9 | 0.8 | -0.8 | -1.6 | 7.9 | -2.1 | 27.2
Cc1cccc(NC(=O)Cc2coc3ccc4ccccc4c23)n1 | -4.8 | 11.9 | -6.8 | -0.7 | -4.0 | -0.2 | 0.2 | -2.7 | 2.6 | 31.8
CC(C)(c1ccccc1)c1ccc(OCCN2CCCC2)cc1 | -2.1 | -11.5 | -1.7 | -0.8 | -7.9 | 0.0 | 10.9 | -45.2 | 3.3 | 23.9
CC(C)(CNC(=O)CCNC(=O)c1ccc(Br)cc1)N1CCOCC1 | nt | -2.8 | -4.1 | -4.4 | nt | -0.1 | 37.1 | nt | -7.2 | 20.0
O=C1CC(Nc2ccc(N3CCOCC3)cc2)C(=O)N1CCc1ccccc1 (stereo not given) | 2.2 | -8.5 | -3.7 | 0.5 | -4.7 | -0.7 | -4.4 | -26.3 | -11.0 | 0.3
O=C(N/C(=C\c1ccco1)C(=O)N1CCOCC1)c1ccco1 | -2.6 | -5.2 | 0.4 | -0.4 | -4.1 | -1.1 | 0.7 | -15.6 | -4.5 | 13.0
